High-throughput results as filed in PubChem.
CCHFV vOTU inh – CCHFV vOTU protease inhibitors, primary screen, biochemical, Pep-AMC substrate, fluorescence. Crimean-Congo hemorrhagic fever virus L polyprotein viral ovarian tumor (vOTU) protease …. inhibition, % at 11.5 µM. actives 0.55% (n = 370,000). AID 651958, 2012; in the data active = inhibition above about 30%; note: 0% = vehicle wells with enzyme and 100% = no enzyme wells
PrPC TRFRET – inhibitors of human cell surface prion protein PrPC, primary screen, cell-based, TR-FRET. actives 0.43% (n = 370,000). TR-FRET read-out. AID 720596, 2013. inhibition, % at 13.8 µM. Major prion protein (Homo sapiens), P04156; in the data active = inhibition above about 24%; note: 0% = median of the test wells and 100% = reference compound wells
Starred values were filed as active, the others as inactive. These rows are one share of the data; count on the stated rates, not on these rows.

Values run as follows: PrPC TRFRET | CCHFV vOTU inh
Cc1cccc(C)c1NC(=O)C(c1ccccc1)n1c(-c2ccccc2)nc2ccccc21 (stereo not given)
→ 1 | 5
COc1ccc(N2c3ccccc3CN(Cc3ccccc3)[C@@H](C)[C@H]2Cc2c(C)cccc2C)cc1
→ 4 | 4
Cc1ccccc1Cn1cc(COC(=O)N2CCOCC2)nn1
→ -8 | 1
O=C(CSc1nnc(-c2cnccn2)n1-c1ccccc1)Nc1ccc2c(c1)OCCO2
→ -2 | -2
O=C(C1CCCN1S(=O)(=O)c1ccc(Cl)s1)N1CCN(c2ccccc2)CC1 (stereo not given)
→ 2 | -5
COC(=O)C1=C(C)N(Cc2cccc(C(F)(F)F)c2)C(=NCc2ccc3c(c2)OCO3)NC1c1cccc(Cl)c1 (stereo not given)
→ -5 | 10
Cc1cccc(CN2CCSCCS2(=O)=O)c1
→ -4 | -8
Cc1ccc(C(=O)N(C)[C@H]2C[C@H]3c4[nH]c5c(-c6cccc(C)c6)cccc5c4CCN3C[C@H]2[C@H](C)O)cc1
→ 0 | -8
COC(=O)c1ccc(S(=O)(=O)N2CCC(NC(=O)CCc3ccccc3)CC2)cc1
→ -4 | 1
CCCCOCCCNC(=O)C[C@@H]1C(=O)N(Cc2ccc(OC)cc2)/C2=C/CCCCC[C@@]21C(=O)OCC
→ 2 | 19
CC(C)C(C(=O)NC(C)(C)C)N1C(=O)CN=C(c2ccccc2)c2ccccc21 (stereo not given)
→ -1 | 0
COC(=O)C1CN(C2CCCC2)CCS(=O)(=O)N1Cc1ccc(Cl)cc1 (stereo not given)
→ 3 | 6
CC(C)[C@H](NC(=O)c1ccccc1)C(=O)N1CCC[C@H]1C(=O)NCCc1ccccc1Cl
→ 0 | -4
CCn1c2ccccc2c2cc(NC(=O)COC(=O)c3cccc(F)c3F)ccc21
→ 3 | 0
Nc1[nH]c(C(=O)c2ccccc2)c(-c2cccc(C(F)(F)F)c2)c1C(=O)NCCc1c[nH]c2ccccc12
→ 6 | 6
O=C(/C=C(\Nc1cc(Cl)c(F)c(Cl)c1)c1ccccc1)c1ccccc1
→ -2 | 3
CCC(C(=O)NC1CCCC1)n1c(C2CCCC2)nc2ccccc21 (stereo not given)
→ 12 | 11
Cc1ccc(C(=O)NCC(=O)OCc2nc3sc(C)c(C)c3c(=O)[nH]2)cc1
→ 1 | 4
COC(=O)c1cccc(-n2c(C)cc(O)cc2=O)c1
→ -1 | -3
COC(=O)C1=C(C)NC(=S)NC1c1cccc(OC)c1 (stereo not given)
→ -1 | -7

(list continues)
Values run as follows: PrPC TRFRET | CCHFV vOTU inh
Cc1noc(C)c1S(=O)(=O)N1CCCc2nc(-c3ccc(F)cc3)ccc21
→ 3 | 5
O=C(N[C@H](Cc1ccccc1)C(=O)NCc1ccc(OC(F)(F)F)cc1)[C@H]1O[C@@H](n2ccc(=O)[nH]c2=O)[C@H](O)[C@@H]1O
→ -4 | 13
Cc1ccc(CN2CCCCC(NC(=O)c3ccc(C)cc3)C2=O)cc1 (stereo not given)
→ 4 | -3
O=C(c1cc(Cl)cc(Cl)c1)N1CC[C@H]2[C@H](CCCN2Cc2ccc(F)cc2)C1
→ 2 | 18
CCOC(=O)C1CSCCS(=O)(=O)N1Cc1ccccc1C (stereo not given)
→ -4 | 25
COc1ccc(C(=O)C2(C(=O)NCCO)CC(c3ccccn3)=NO2)cc1 (stereo not given)
→ 5 | -3
COC(=O)N1CCC[C@H]1c1cccc2[nH]cc(C)c12
→ -4 | 2
COc1cc2c(cc1NC(=O)CSc1nnc(-c3cccc(Cl)c3)n1Cc1ccco1)oc1ccccc12
→ -3 | -5
OCC(CCc1c[nH]c2ccccc12)c1c[nH]c2ccccc12 (stereo not given)
→ -1 | 15
CCN(C(=O)COC(=O)c1ccc(Sc2ncn[nH]2)c([N+](=O)[O-])c1)c1ccccc1
→ -10 | -2
Cc1cccc(C)c1NC(=O)[C@H]1CC(=O)O[C@@H]1c1ccccc1
→ 6 | -1
CCOC(=O)N1CCN(C(=O)C[C@H]2C(=O)N(CCCOC)C3=CCCCC[C@]32C(=O)OC)CC1
→ 1 | -1
CCOC(=O)[C@]12CCCC=C1N(CCc1ccc(OC)c(OC)c1)C(=O)[C@H](CC(=O)NCCc1ccccc1OC)C2
→ 0 | 10
C#CCN1CC(N(C)CCOC(=O)CSc2ccccc2)CS1(=O)=O (stereo not given)
→ 7 | -7
COc1ccc(CN(C)C(=O)C2CCCN(c3nc4ccccc4o3)C2)cc1 (stereo not given)
→ 1 | 7
CCOC(=O)[C@]12CCCC=C1N(CCC1=CCCCC1)C(=O)[C@H](CC(=O)NCCCCc1ccccc1)C2
→ 5 | 21
CC(C)CNS(=O)(=O)CC1NCc2cc3c(cc21)OCO3 (stereo not given)
→ 1 | -11
O=C(NCc1ccccc1)[C@H]1CCCN1C(=O)[C@H]1CCCN1C(=O)N1CCOCC1
→ -5 | -2
CCN(C(=O)[C@@H](C)[C@@H](O)c1ccc(C(C)=O)cc1)c1ccccc1
→ -3 | 1
Cc1ccccc1NC(=O)C1CCCN1S(=O)(=O)c1cccnc1 (stereo not given)
→ 11 | -2

4 entries from above, ordered by molar mass, ascending.
Values run as follows: PrPC TRFRET | CCHFV vOTU inh
COC(=O)N1CCC[C@H]1c1cccc2[nH]cc(C)c12
→ -4 | 2
Cc1cccc(C)c1NC(=O)[C@H]1CC(=O)O[C@@H]1c1ccccc1
→ 6 | -1
CCN(C(=O)[C@@H](C)[C@@H](O)c1ccc(C(C)=O)cc1)c1ccccc1
→ -3 | 1
Cc1noc(C)c1S(=O)(=O)N1CCCc2nc(-c3ccc(F)cc3)ccc21
→ 3 | 5

(listing goes on)
Values run as follows: PrPC TRFRET | CCHFV vOTU inh
Nc1nc2c(ncn2[C@@H]2O[C@H](C(=O)N[C@@H](Cc3ccccc3)C(=O)NCc3ccc4c(c3)OCO4)[C@@H](O)[C@H]2O)c(=O)[nH]1
→ -5 | 0
COc1ccc(-c2cc(-c3nnc(SCC(=O)Nc4ccccc4-c4ccccc4)n3N)[nH]n2)cc1
→ -1 | 2
Fc1ccc(-c2n[nH]c(=S)n2N=Cc2ccc(-c3ccccc3)cc2)cc1
→ -9 | 7
CCn1c2ccccc2c2cc(NC(=O)COC(=O)c3cc(F)ccc3C)ccc21
→ 0 | -1
COC(=O)[C@]12C[C@H](CC(=O)N3CCCCC3)C(=O)N(Cc3ccc(Cl)cc3Cl)C1=C[C@H](C(C)(C)C)O[C@@H]2C
→ -4 | 21
O=c1[nH]c(=O)c2ccccc2o1
→ 0 | 6
C=CCN1C(=O)c2n[nH]c(C(C)C)c2C1c1ccc(C)cc1 (stereo not given)
→ 4 | 20
COC(=O)Cc1nnn2c1CC(OC)c1cc(Br)ccc1-2 (stereo not given)
→ 2 | 3
CCOC(=O)[C@]12CCCC=C1N(CCCOC)C(=O)[C@@H]2CC(=O)N1CCN(C(=O)c2ccco2)CC1
→ -2 | 1
Nn1c(SCC(=O)Nc2ccc(OCc3ccccc3)cc2)nnc1-c1cc(-c2ccc(Cl)cc2)n[nH]1
→ -1 | 2
CCCCNC(=O)C[C@@H]1C(=O)N(CCc2ccc(Cl)cc2)C2=CCCCC[C@]21C(=O)OC
→ 5 | 14
COc1ccc([C@H]2OC(=O)C[C@H]2C(=O)N2CCCCC2)cc1OC
→ -4 | 0
CC(=O)N1CCN(C2=Nc3ccccc3Sc3ccccc32)CC1
→ 24 | 1
COc1ccccc1C(=O)CSc1nnc(-c2ccccn2)n1-c1ccccc1
→ -6 | -4
O=C(NCc1ccccc1)C(c1ccc(C(F)(F)F)cc1)n1c(=O)c(-c2ccco2)nc2ccccc21 (stereo not given)
→ 2 | 15
COc1cc(C(=O)NC2CCCCN(C)C2=O)cc(OC)c1OC (stereo not given)
→ -1 | -11
Cc1cccc(C)c1NC(=O)C1(C)CN(S(C)(=O)=O)CC(=O)N1CCOc1ccccc1 (stereo not given)
→ 0 | -6
O=C(NCc1ccccc1)C(c1ccccc1)n1c(-c2ccncc2)nc2ccccc21 (stereo not given)
→ -2 | -1
COC(=O)[C@H]1C[C@@]2(c3ccccc3)c3ccccc3N[C@H]2N1
→ 9 | 1
O=C(c1ccc(F)cc1)C1CCN(CCCn2c(=O)[nH]c3ccccc32)CC1
→ -6 | 5

(more compounds)
Values run as follows: PrPC TRFRET | CCHFV vOTU inh
O=S1(=O)N[C@H](Cc2ccccc2)COc2cc(N3CCOCC3)ccc21
→ -1 | 1
COc1ccc(C(C)(C)C)cc1N1C(=O)[C@@H]2CSCCS(=O)(=O)N2C1=O
→ -1 | 3
COC(=O)c1ccccc1
→ 9 | 0
O=C(Nc1ccc2c(c1)OCCO2)C(c1ccnc2ccccc12)n1c(=O)c(-c2ccco2)nc2ccccc21 (stereo not given)
→ -9 | 3
CC1CN(c2nc3ccccc3nc2SCC(=O)N2CCN(S(=O)(=O)c3ccccc3)CC2)CC(C)O1 (stereo not given)
→ 4 | 2
COC(=O)c1cc2c(c3c4cc(F)ccc4n(S(=O)(=O)c4ccccc4)c13)C(=O)N(Cc1ccccc1OC)C2
→ 4 | -2
COC(=O)C1CCC(CNC(=O)C(Cc2ccc3c(c2)OCO3)NC(C)=O)CC1 (stereo not given)
→ -2 | -2
COc1ccc2ccccc2c1C=Nn1c(-c2cc(-c3ccccc3)n[nH]2)n[nH]c1=S
→ -9 | 8
CCCCN(C)C(=O)CSc1nnc(-c2cc(OC)c(OC)c(OC)c2)o1
→ 4 | 14
COC(=O)[C@]12C[C@H](CC(=O)NCC3CCCCC3)C(=O)N(Cc3ccco3)C1=C[C@H](C(C)C)O[C@@H]2C1CC1
→ 1 | 18
CC(C)C[C@H]1N=C(c2ccccc2)c2ccccc2N(CC(=O)NC(C)(C)C)C1=O
→ -1 | 11
COC(=O)c1ccc2nc(-c3ccccc3)c(Cc3cccc(Cl)c3)n2c1
→ -2 | 18
C=CCN1[C@@H](C)[C@H](c2ccccc2)Oc2cccc(NCC(C)C)c2S1(=O)=O
→ -6 | -4
O=C(Nc1ccc(F)cc1)C(CCc1ccccc1)N1CCN(c2cccc(C(F)(F)F)n2)CC1 (stereo not given)
→ 15 | 16
COc1ccc(C(C(=O)N(C)C2CCCC2)N(Cc2ccc(F)cc2)C(=O)c2csc(N3CCOCC3)n2)cc1OC (stereo not given)
→ -1 | -1
COc1ccc(CCNC(=O)C(F)(F)F)cc1S(N)(=O)=O
→ 11 | 6
CCCCN(C)c1c2c(nc3ncnn13)CCCC2
→ 4 | 0
O=C(N[C@H](C(=O)N1CCC[C@H]1C(=O)NCc1ccccc1)c1ccccc1)c1ccccc1
→ -3 | -4
CCCCN1CC(=O)N2[C@H](C[C@@]3(n4ccc5ccccc54)c4ccccc4N(S(=O)(=O)c4ccccc4)[C@@H]23)C1=O
→ -1 | 5
COC(=O)C1=C(C)N(C)C(=NCc2ccc(C(F)(F)F)cc2)NC1c1cccc(Cl)c1 (stereo not given)
→ -9 | 21

Following part
Values run as follows: PrPC TRFRET | CCHFV vOTU inh
Cc1ccccc1NC(=O)N(C)[C@H]1C[C@H]2c3[nH]c4c(-c5ccc6c(c5)OCO6)cccc4c3CCN2C(=O)[C@H]1[C@H](C)O
→ 4 | 7
COc1ccc(CN2C(=O)CCCC2(C)c2nnnn2-c2c(C)cccc2C)cc1OC (stereo not given)
→ 3 | -4
Nn1c(SCc2cccc3ccccc23)nnc1-c1cc(-c2ccc(F)cc2)n[nH]1
→ -2 | 5
COC(=O)[C@@H]1C[C@@]2(c3ccccc3)c3ccccc3N(S(=O)(=O)c3ccccc3)[C@H]2N1C(=O)CNC/C=C(\C)CCC=C(C)C
→ -9 | 12
Cc1ccc(-n2c(Cc3cccs3)nnc2SCC(=O)Nc2cccc3ccccc23)cc1
→ 10 | 18
Cc1ccc(S(=O)(=O)N2C3CC(c4ccccc4)N(S(=O)(=O)c4cccc(Cl)c4)CC3C(=O)C[C@H]2c2ccccc2)cc1 (stereo not given in full)
→ 0 | 6
CCCc1ccc(-c2cc(NC(=O)Cc3c[nH]c4ccccc34)ccc2Nc2cccnc2)cc1
→ -5 | 8
Cc1ccc(-c2cc(C(=O)NN=Cc3ccccc3OCC(=O)O)[nH]n2)cc1
→ 0 | 6
COc1ccc(-n2c(SCC(=O)NN=Cc3c(O)ccc4ccccc34)nnc2-c2ccc(C(C)(C)C)cc2)cc1
→ -4 | 9
CCCCNC(=O)c1nc(-c2cc3ccccc3[nH]2)oc1-c1ccccc1
→ 0 | -31
Cn1c(=O)cc(OCC(=O)N2CCN(c3ccc(F)cc3)CC2)c2ccccc21
→ 5 | 3
C#CCN(C[C@H]1[C@H](OC(=O)Nc2c(C)noc2C)[C@H](OC(=O)Nc2c(C)noc2C)CN(C(=O)OC(C)C)N1C(=O)OC(C)C)S(=O)(=O)c1ccc(C)cc1
→ 12 | 18
O=C(OC12CCCN(C1)/C(=C/c1ccccc1)C2)C1CCCC1 (stereo not given)
→ -3 | 10
COCCN1C(=O)CCC1(C)c1nnnn1-c1ccc2ccccc2c1 (stereo not given)
→ -6 | 7
COC(=O)[C@]12C[C@H](CC(=O)NCc3ccccc3)C(=O)N(Cc3ccco3)C1=C[C@H](C1CCCC1)O[C@@H]2C
→ 4 | 7
Cc1cc(=O)c2c(ccc3c(=O)cc(C)[nH]c32)[nH]1
→ 6 | -12
COc1ccc(S[C@]2(C(=O)NC(C)C)CC(=O)N[C@@H]2c2ccc(OC)cc2)cc1
→ -7 | 3
CCCN(CCC)c1cc(=O)nc2ccccn12
→ -3 | -4
COC(=O)C1=C(C)N(C)C(=NCC2CC2)NC1c1ccccc1C(F)(F)F (stereo not given)
→ -6 | 14
COc1ccccc1Cc1c(-c2ccccc2)nc2c3ccccc3ccn12
→ 0 | -7
COC(=O)[C@]12C[C@H](CC(=O)N3CCCCC3)C(=O)N(CCC3=CCCCC3)C1=C[C@H](C(C)(C)C)O[C@@H]2C
→ 9 | 19
COc1ccc(-n2c(SCC(=O)Nc3ccc(S(=O)(=O)Nc4nccs4)cc3)nnc2-c2ccccc2)cc1
→ -4 | 0
CCOC(=O)N1CCN(C(=O)C[C@H]2C[C@@]3(C(=O)OC)C(=C[C@H](C(C)(C)C)O[C@@H]3C)N(CCC3=CCCCC3)C2=O)CC1
→ 6 | 16
